# GLA spleen mod: inhibitors or activators of human alpha-galactosidase in spleen homogenate; Potency, µM (highest dose often 80 µM), for the others: top-dose activity change, negative = inhibition, usual class: inhibitors; human spleen homogenate, 4MU-alpha-Gal fluorescence, 40 min; AID 2107; P06280; 0.008% of 240,000 active;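 further: 0% = enzyme with vehicle and -100% = no enzyme basal signal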
#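 Inhibition or activation of alpha-galactosidase in human spleen homogenate is scored by 4-MU fluorescence after 40 min at 37C, pH 5.0, with 1 mM substrate. AC50s come from concentration-response fitted to the Hill equation.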
# ALDH1A1 block: ALDH1A1 (human) enzyme inhibition; P00352; Purified ALDH1A1, NADH fluorescence, propionaldehyde substrate; Potency, µM (top dose mostly 75.3 µM), without a hit: at the top dose activity, negative = inhibition, usual class: inhibitors; 7.3% of 220,000 active; active means well fitted inhibition curve with a large enough effect, not every such curve was filed as active; inconclusive means small, poorly fitted or top-dose-only effect, or another doubt; inactive means no such curve, though single readings can be large or run the other way;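 further: plate controls were no enzyme wells and a reference inhibitor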
# Target sequence (P00352 whole entry, looked up): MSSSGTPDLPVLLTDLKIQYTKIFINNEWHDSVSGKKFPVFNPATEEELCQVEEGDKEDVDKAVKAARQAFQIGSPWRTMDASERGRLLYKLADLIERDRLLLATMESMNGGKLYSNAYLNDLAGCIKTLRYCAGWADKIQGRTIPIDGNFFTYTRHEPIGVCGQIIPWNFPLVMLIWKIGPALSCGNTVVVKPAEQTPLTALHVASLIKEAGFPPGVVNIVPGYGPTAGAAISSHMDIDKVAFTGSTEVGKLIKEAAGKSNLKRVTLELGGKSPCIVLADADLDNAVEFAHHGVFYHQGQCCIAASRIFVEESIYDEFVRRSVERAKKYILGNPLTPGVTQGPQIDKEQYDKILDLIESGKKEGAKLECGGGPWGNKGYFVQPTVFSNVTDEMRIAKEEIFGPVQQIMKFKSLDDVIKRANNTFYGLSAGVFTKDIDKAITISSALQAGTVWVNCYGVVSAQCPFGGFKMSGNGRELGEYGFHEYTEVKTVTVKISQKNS
# GoLoco inh red: RGS12 GoLoco-Gai1 interaction inhibition; P63096; Gai1:RGS12 GoLoco peptide FP, rhodamine, 10 min; Potency, µM (series often up to 61.6 µM), inactives show at the top dose activity, negative = inhibition, hits mostly inhibitors; 0.44% of 230,000 active; active means well fitted inhibition curve with a large enough effect, not every such curve was filed as active; inactive means no such curve, though single readings can be large or run the other way; further: on the % scale 0 is the no-effect control and ±100 the full control effect; nearly all actives have a fitted effect of over 30% in size; many of its hits are not listed in these tables
# GAA glycogen mod: alters human alpha-glucosidase cleavage of glycogen; AID 2100; 0.38% of 300,000 active; recombinant GAA, glycogen substrate, Amplex Red glucose oxidase fluorescence; Potency, µM (doses to about 76.4 µM), for inactives: top-dose activity change, negative = inhibition, most hits filed as inhibitors; P10253;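 further: 0% = full enzyme reaction and -100% = no-enzyme basal signal; the screen sought inhibitors and activators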
#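 Recombinant enzyme (4 nM final) with compounds titrated up to 77 uM and bovine liver glycogen (30 ug) in citrate pH 5.0, 0.01% Tween-20, 37 C 40 min. Released glucose detected by Amplex Red/glucose oxidase (Ex 573/Em 610); AC50 from Hill fits.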
# JMJD2E inh: JMJD2E (human) inhibition; B2RXH2; JMJD2E catalytic domain, FDH-coupled NADH fluorescence (FDH is formaldehyde dehydrogenase); Potency, µM (top dose mostly 57.1 µM), for inactives: top-dose activity change, negative = inhibition, hits mostly inhibitors; 1.6% of 230,000 active; AID 2147; active means well fitted inhibition curve with a large enough effect, not every such curve was filed as active; inconclusive means small, poorly fitted or top-dose-only effect, or another doubt; inactive means no such curve, though single readings can be large or run the other way;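 further: 0% = wells with enzyme and -100% = buffer wells without enzyme; nearly all actives have a fitted effect of over 50% in size; many of its hits are not listed in these tables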
# Target sequence (B2RXH2 1-337 limits assumed): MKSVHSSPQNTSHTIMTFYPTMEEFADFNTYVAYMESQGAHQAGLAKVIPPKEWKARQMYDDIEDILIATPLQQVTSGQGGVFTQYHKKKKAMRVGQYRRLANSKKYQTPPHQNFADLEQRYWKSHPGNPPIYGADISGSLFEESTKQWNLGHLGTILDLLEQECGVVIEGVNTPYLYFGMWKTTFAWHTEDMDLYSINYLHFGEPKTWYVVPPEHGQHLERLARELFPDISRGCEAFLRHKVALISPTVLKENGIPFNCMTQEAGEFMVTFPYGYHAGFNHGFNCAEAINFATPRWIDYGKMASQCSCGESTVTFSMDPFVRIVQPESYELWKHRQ
# SMN2 splice up: enhancers of SMN2 splice variant expression | HEK293 SMN2-luciferase splicing reporter, luminescence, 30-36 h | Potency, µM (titrated, usually from 46.1 µM), for the others: at the top dose activity change, positive = activation, most hits filed as activators | 2.8% of 210,000 active; further: % of control where 0% means no effect; nearly all actives have a fitted effect of over 55% in size
#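 HEK293 cells carry an SMN2 minigene-luciferase reporter in which exon 7 inclusion puts luciferase in frame. Cells were seeded at 2000 cells/well, attached for 10-12 hours, then exposed to compounds for 30-36 hours at 37C before ONE-Glo luminescence.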
# GAA inhib: inhibitors of human lysosomal alpha-glucosidase. 0.005% of 200,000 active. Potency, µM (doses to about 76.9 µM), for the others: at the top dose activity change, negative = inhibition, usual class: inhibitors. P10253. purified human GAA, 4-MU-alpha-glucoside fluorescence;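 further: plate controls were uninhibited enzyme wells for no effect and no-enzyme background for full effect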
#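 qHTS format, compound range up to 77 uM. Human lysosomal enzyme at 4 nM, 400 uM 4-MU glucoside substrate, pH 5.0, 20 min room temperature; fluorescence after alkaline stop gives activity normalized to controls.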
# GAA spleen mod: inhibits or activates alpha-glucosidase in human spleen homogenate; AID 2112; Potency, µM (titrated, usually from 79.9 µM), without a hit: top-dose activity change, negative = inhibition, actives largely listed as inhibitors; human spleen homogenate, 4-MU-alpha-glucoside fluorescence; P10253; 0.006% of 240,000 active;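 further: 0% = enzyme with vehicle and -100% = no enzyme basal signal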
#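 Human spleen homogenate (1 ug) incubated with compounds and 1 mM 4-methylumbelliferyl-alpha-D-glucopyranoside in pH 5.0 citrate/phosphate buffer, 37 C, 40 min. Stopped at pH 10; 4-MU fluorescence (Ex 365/Em 440 nm); AC50 by Hill fit.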
# * hit, by the source's call; ? = inconclusive; / = no result given; & = joins results of further samples; [ ] = remark or other dose. Unless noted, the call rests on the fitted dose curve; in most records, active means well fitted curve in the direction sought with a large enough effect; inconclusive means small, poorly fitted or top-dose-only effect, or another doubt; inactive means no such curve, though single readings can be large; an effect the other way counts as inactive or inconclusive. Potency means the concentration at half of the fitted maximal effect. This is a subset. The share of hits here may be higher or lower than overall.
SMILES,GLA spleen mod,ALDH1A1 block,GoLoco inh red,GAA glycogen mod,JMJD2E inh,SMN2 splice up,GAA inhib,GAA spleen mod
Cc1cc(C)c2nc(N3CCC(C(=O)N4CCCC4)CC3)sc2c1,-5.3%,-12.3%,-0.2%,0.7%,3.4%,-12.2%,2.7%,4.3%
OC[C@H]1O[C@@H](Oc2cc(O)cc(/C=C/c3ccc(O)cc3)c2)[C@H](O)[C@@H](O)[C@@H]1O,0.4%,/,13.1%,?,?,/,-6.2%[15.4 µM],-5.4%
CCc1nnc(NC(=O)CSc2nnnn2-c2cccc(C(C)=O)c2)s1,2.6%,0.7%,27.2%,-5.3%,-8.9%,0.9%,?,4.3%
CC1=C(C(=O)NCCCOC(C)C)C2(CCC(C)CC2)OC1=O (configuration not stated),4.8%,-4.0%,2.7%,2.1%,-3.1%,2.5%,3.2%,-0.1%
Cn1c(CSCc2ccc(Cl)cc2)n[nH]c1=S,-4.0%,-6.0%,11.8%,4.9%,-5.8%,-10.1%,8.1%,1.1%
COc1cc(/C(C)=N/Nc2ccc(C(=O)O)cc2)cc(OC)c1OC,5.8%,1.5%,0.6%,?,2.3%,15.8µM*,1.1%,7.5%
C1CCN(c2nc3nonc3nc2NCC2CCOCC2)CC1,0.0%,?,1.2%,9.3%,-4.7%,/,-2.6%,-6.2%
Clc1ccc2nc(CSc3ccccc3)cn2c1,0.3%,-13.2%,-8.8%,-9.9%,-4.4%,3.16µM*,0.9%,-7.3%
O=S(=O)(c1ccccc1)c1nc(-c2ccccc2)oc1N1CCCCC1,6.0%,0.447µM*,-27.5%,5.4%,-22.8%,-29.0%,-3.5%,1.3%
O=C(COc1ccccc1-c1ccccc1)N/N=C/c1cccc2ccccc12,8.1%,?,2.0%,-0.7%,-29.5%,-39.2%[inhibitor],0.7%,-2.4%
CN(Cc1ccco1)c1nc(-c2cccc(C#N)c2)nc2ccccc12,0.3%,?,3.2%,/,?,-30.9%[inhibitor],/,1.3%
C[C@@H](C(=O)NCc1ccccn1)[C@@H]1C[C@@]1(C)[C@@H](NC(=O)OCc1ccccc1)c1ccccc1,-0.5%&9.1%,-14.7%&5.8%,1.3%&1.2%,7.4%,-14.4%&6.2%,-6.8%&-9.0%,-2.5%,1.0%&1.8%
O=C(N/N=C/c1ccc[nH]1)c1cccnc1,-7.3%,2.7%,10.4%,1.7%,8.6%,-5.5%,1.5%,0.3%
CCn1c(SCC(=O)Nc2ccc3c(c2)oc2ccccc23)nnc1-c1ccc(N)cc1,-7.1%,25.1µM*,12.7%,-0.4%,-7.7%,-12.9%,-0.5%,-6.3%
COc1ccc2c(c1)cc1n2CCN=C1N,12.7%,?,0.5%,8.7%,?,7.2%,7.3%,6.5%
O=C(Nc1cccnc1)c1coc(=O)c2ccccc12,2.2%,-4.1%,-7.9%,-0.1%,1.6%,-4.3%,-2.8%,-1.1%
O=C(O)c1cccc(NC(=S)NC(=O)c2ccc(-c3ccc(Cl)cc3)o2)c1,-4.2%,?,-7.0%,-1.3%,?,72.7%,0.0%,-1.2%
O=C(NCCc1c[nH]c2ccccc12)/C(=C\c1cccnc1)NC(=O)c1ccco1,7.7%,5.9%,-0.1%,5.4%,4.1%,15.4%,7.9%,7.5%
O=C(CN(c1cccc(Cl)c1)S(=O)(=O)c1ccc(Cl)cc1)N1CCc2ccccc2C1,2.5%,-1.4%,4.5%,1.3%,-3.6%,-29.4%,2.2%,6.4%
O=C(Nc1cc(S(=O)(=O)Nc2ccccc2Cl)ccc1O)c1cc2c(s1)CCCC2,0.4%,/,3.1%,1.6%,-7.6%,/,/,-15.6%
Cc1nc2ccc(NC(=O)COc3ccccc3)cc2s1,-5.2%,-2.8%,1.4%,-0.6%,-2.7%,10.2%,2.1%,-0.6%
CCOC(=O)c1cnc2c(C)c(C)ccc2c1Nc1ccc(S(=O)(=O)Nc2ncccn2)cc1,11.0%,2.6%,13.1%,7.2%,-4.5%,?,6.1%,7.8%
COc1cc(C=O)ccc1OCC(=O)NC(C)(C)C,2.6%,0.1%,-4.9%,0.8%,-0.2%,-6.7%,9.3%,12.1%
CC1CCN(C(=O)CSc2nc(N)c3c4c(sc3n2)CN(C)CC4)CC1,9.3%,?,18.5%,27.4%,?,-9.7%,11.7%,10.5%
CCN(CC)C(=S)SCC(=O)NC12CC3CC(CC(C3)C1)C2,-8.2%,4.47µM*,-16.3%,3.5%,13.4%,-20.4%,-8.6%,0.1%
Cc1cc(=O)[nH]c(SCC(=O)Nc2ccc(F)cc2)c1C#N,1.5%,-8.7%,-4.2%,-4.4%,8.9%,-2.2%,5.7%,4.4%
Cc1nc2cnc(N(C)C)nc2n(Cc2cccs2)c1=O,11.8%,?,4.2%,/,/,-8.9%,/,7.7%
CCOCCCNC(=O)C(NC(=O)c1ccc(NC(C)=O)cc1)c1ccccc1 (configuration not stated),-2.9%,2.6%,4.4%,13.5%,7.6%,3.7%,0.5%,-4.4%
Clc1cccc(COn2c(-c3ccc(Cl)cc3Cl)nc3ncccc32)c1,-1.7%,1.1%,-9.6%,-10.9%,0.6%,-22.3%,-0.2%,-2.8%
O=C(CCc1ccccc1)Nc1cc(C(=O)O)cc(C(=O)O)c1,-2.1%,1.9%,3.6%,7.3%,-2.6%,/,?,0.4%
COc1ccc2nc(Nc3ccccc3)sc2c1,6.8%,1.6%,3.6%,-11.8%,-2.2%,11.2µM*,-1.2%,/
CCOc1ccc(CC(C(=O)NN)C(=O)NN)cc1CN(C)C,-3.3%,-1.6%,8.8%,-11.2%,43.4%[activator],-5.6%,-11.3%,-0.8%
Cc1sc(/N=C/c2c(O)ccc3ccccc23)c(C#N)c1C,-6.7%,2.1%,7.9%,-2.4%,0.5%,-31.5%,-6.5%,-13.4%
O=C(c1ccccc1)c1ccc2nc(N3CCCCC3)c3nncn3c2c1,-6.6%,12.6µM*,11.6%,-9.6%,?,-54.6%[inhibitor],0.7%,-4.0%
O=C(CN1CCc2ccccc21)NCc1ccccc1Cl,2.5%,?,/,-13.9%,-4.0%,/,-5.5%,-0.8%
CCCCc1nc(SCC(=O)Nc2cc(C)on2)n[nH]1,6.7%,8.1%,2.7%,-20.5%,4.2%,-11.6%,3.0%,4.4%
COc1ccc(OC)c(NC(=O)c2ccccc2NS(=O)(=O)c2cccc3cccnc23)c1,-0.7%,?,-1.2%,-5.1%,-9.0%,26.9%,5.5%,-3.8%
CCN1C(=O)N[C@@H](c2cccc(F)c2)C(C(=O)OC)=C1C,4.6%[17.5 µM],22.9%[13.5 µM],0.8%[14.2 µM],/,-7.4%[11.4 µM],-2.0%[9.22 µM],/,1.4%[17.4 µM]
CC(C)C1NC(C(=O)O)Cc2c1[nH]c1ccccc21 (configuration not stated),-1.0%,?,0.9%,-1.6%[76.3 µM],?,-9.8%,/,-1.4%
O=C(NCCCN1CCOCC1)C1CC(=O)N(C2CCCCC2)C1 (configuration not stated),25.0%,-1.8%,-37.3%,0.2%,-0.1%,?,-0.3%,0.0%
CC1CCCC(C)N1CCNC(=O)C1CCN(S(=O)(=O)N2CCCCC2)CC1 (configuration not stated),0.8%,-1.0%,-3.0%,4.1%,4.4%,-25.1%,-0.1%,-3.5%
Cc1ncc([N+](=O)[O-])n1CCOC(=O)c1cc(Cl)cc(Cl)c1N,?,?,5.5%,-3.0%,?,-10.3%,1.8%,-2.1%
Cc1ccc(Nc2nnc(SCC(=O)Nc3ncc(S(=O)(=O)c4ccc([N+](=O)[O-])cc4)s3)s2)cc1,6.1%,6.8%,-6.4%,-2.4%,4.6%,-0.1%,6.1%,-5.7%
CCOC(=O)c1cnc2c(c(C)nn2C)c1Oc1ccc(Cl)cc1,1.5%,?,11.3%,-1.7%,-5.1%,-51.4%[inhibitor],-4.7%,-6.2%
O=c1c(O)c(-c2ccccc2)oc2cc(O)ccc12,13.8%,-13.3%,-4.2%,/,?,0.5%,/,10.7%
Cc1ccc(C(=O)COc2cccc(NC(=O)c3ccco3)c2)cc1,4.4%,-7.5%,1.1%,2.2%,10.2%,-40.6%[inhibitor],1.0%,-2.6%
CCOC(=O)N1CCN(S(=O)(=O)c2ccc3c(c2)SCC(=O)N3)CC1,0.6%,7.6%,-2.7%,-2.9%,2.7%,-40.4%[inhibitor],-11.7%,-9.5%
O=C(CN1C(=O)NC2(CCCC2)C1=O)Nc1cccc(-c2nnc3n2CCCCC3)c1,9.5%,5.1%,7.2%,-4.7%,6.3%,0.7%,0.6%,2.1%
Cc1cc(C)cc(N(C(=O)c2ccc(Br)o2)C2C=CS(=O)(=O)C2)c1 (configuration not stated),-6.0%,4.5%,-2.9%,-4.3%,1.4%,-0.3%,0.8%,-5.8%
COc1ccc(-c2ncccc2OC(=O)C23CC4CC(CC(C4)C2)C3)cc1OC,10.0%,?,/,-5.7%,?,/,-0.9%,-18.1%
COC(=O)c1c(NC(=O)c2cccc([N+](=O)[O-])c2)sc(C(N)=O)c1C,2.1%,7.94µM*,96.5%[activator],19.6%,3.1%,-22.4%,?,6.9%
O=C(COc1ncnc2ccccc12)Nc1cc([N+](=O)[O-])ccc1F,-9.4%,/,5.0%,7.9%,2.2%,/,/,0.4%
Cc1cc(C)c(S(=O)(=O)c2c(C)cccc2C)c(OCC(C)C)n1,0.7%,5.7%,-5.9%,-6.0%,5.9%,-46.3%[inhibitor],-3.3%,-8.9%
Cc1ccc(OCCN2C(=O)c3ccccc3C2=O)c(C)c1,6.2%,4.8%,1.6%,-0.4%,2.5%,-4.7%,-3.0%,-8.7%
CCCC1(C(=O)OCC)NC(c2ccc(O)cc2)C2C(=O)N(c3ccc4c(c3)OCCO4)C(=O)C21 (configuration not stated),-1.6%,16.5%,-5.0%,2.5%,6.8%,3.3%,1.1%,-2.9%
CCOC(=O)Cc1csc(SCC(=O)NC2CCCC(C)C2C)n1 (configuration not stated),5.5%,?,2.0%,6.2%,5.0%,-23.3%,-9.1%,0.9%
CCOc1ccc(Nc2nc(N)nc(CSC(=S)N3CCOCC3)n2)cc1,2.8%,/,-2.6%,0.1%,0.8%,/,/,-1.0%

# From PubChem BioAssay
